Source: PubChem
Furin inhibitor = human furin inhibitors, primary screen, biochemical, fluorescence intensity | P09958 | purified furin, fluorogenic substrate cleavage | inhibition, % at 30 µM | 220,000 compounds, 0.061% hits | AID 463115, 2010; in the data active means inhibition above about 25%; further: inactives centre near -15
PERK inhibitor = block of dimerizer-induced PERK translation repression, primary screen, PERK inhibitor project, CHO PERK-DD cells, SEAP luminescence, HTS | CHO PERK-DD fusion, SEAP luminescence translation reporter | inhibition, % at 5.6 µM | 220,000 compounds, 0.17% hits | AID 1416, 2008;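 active means inhibition above the mean inhibition of all tested compounds plus 3 SD, set separately per screening campaign, cut at about 2.9% in these data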;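 further: PERK kinase domain activated by AP20187 dimerizer at 100 nM; 0% = DMSO with dimerizer and 100% = rapamycin at 8.4 µM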
Thrombin inh = human alpha-thrombin inhibitors, primary screen, counter-screen for coagulation protease inhibitor project, biochemical, 1536-well, fluorogenic AMC substrate; Prothrombin (Homo sapiens), P00734; Boc-VPR-AMC fluorogenic substrate cleavage; inhibition, % at 5 µM; 220,000 compounds, 0.26% hits;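 active means inhibition at or above 40%; inactive means inhibition below 40%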;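 further: 0% = enzyme with no compound and 100% = wells without enzyme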
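System: human alpha-thrombin protein; Compound dosing: one concentration per compound, 5 µM, with 0.2% DMSO; Timing: reaction at room temperature; Technique: AMC fluorescence, 355/460 nm; Controls: enzyme without compound as high, wells lacking enzyme as low.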
hK5 inh = human KLK5 protease inhibitors, primary screen, biochemical, 1536-well; Kallikrein-5 (Homo sapiens), Q9Y337; 210,000 compounds, 0.59% hits; inhibition, % at 5 µM; recombinant hK5, fluorogenic AMC substrate cleavage;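 active means inhibition of 40% or more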;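 further: 0% = enzyme controls without compound and 100% = no-enzyme blanks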
KCC2 mod = KCC2 cotransporter modulators, thallium flux, primary screen, cell-based, HEK293 KCC2, FluoZin-2 fluorescence, MLSMR; Solute carrier family 12 member 5 (Homo sapiens), Q9H2X9; KCC2 cells, thallium flux FluoZin-2 fluorescence; B-score of Tl+ flux slope (higher = more flux/activation; lower = inhibition) at 10 µM; 190,000 compounds, 2.2% hits; AID 1456, 2008;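 active means thallium flux slope and its plate-corrected score both differing from the plate sample mean at a set confidence after two filtering rounds, in either direction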;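 further: slope of fluorescence scaled to starting intensity during 10 to 20 s after thallium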
FXIa inh 1536 = human FXIa protease inhibitors, primary screen, biochemical, 1536-well | purified FXIa, Boc-Glu-Ala-Arg-AMC fluorogenic substrate | Coagulation factor XI (Homo sapiens), P03951 | AID 798, 2007 | inhibition, % at 5 µM | 220,000 compounds, 0.14% hits;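 active means inhibition of at least 40%; inactive means inhibition below 40%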;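 further: fluorescence of freed AMC excited at 355 nm; 0% = enzyme without compound and 100% = no enzyme blank; many of its hits are not listed in these tables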
FXIIa inh 1536 = human FXIIa protease inhibitors, primary screen, biochemical, 1536-well; purified FXIIa, Boc-QGR-AMC fluorogenic substrate, 2 h; inhibition, % at 5 µM; 220,000 compounds, 0.3% hits; AID 800, 2007; Coagulation factor XII (Homo sapiens), P00748; in the data active means inhibition above about 40%;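 further: 0% = enzyme with no compound and 100% = blank without enzyme; many of its hits are not listed in these tables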
Target sequence (P00748 20-372 limits assumed): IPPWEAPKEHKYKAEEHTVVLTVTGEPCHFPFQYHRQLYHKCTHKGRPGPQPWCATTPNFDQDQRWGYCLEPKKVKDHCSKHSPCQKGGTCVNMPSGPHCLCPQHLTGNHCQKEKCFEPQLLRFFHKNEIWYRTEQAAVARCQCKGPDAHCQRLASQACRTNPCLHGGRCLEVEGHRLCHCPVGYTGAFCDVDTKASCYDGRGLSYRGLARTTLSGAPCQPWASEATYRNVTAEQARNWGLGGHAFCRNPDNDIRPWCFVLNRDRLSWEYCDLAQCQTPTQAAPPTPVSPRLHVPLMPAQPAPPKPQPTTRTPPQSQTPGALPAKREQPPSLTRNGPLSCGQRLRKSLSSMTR
Target sequence (P00748 373-615 limits assumed): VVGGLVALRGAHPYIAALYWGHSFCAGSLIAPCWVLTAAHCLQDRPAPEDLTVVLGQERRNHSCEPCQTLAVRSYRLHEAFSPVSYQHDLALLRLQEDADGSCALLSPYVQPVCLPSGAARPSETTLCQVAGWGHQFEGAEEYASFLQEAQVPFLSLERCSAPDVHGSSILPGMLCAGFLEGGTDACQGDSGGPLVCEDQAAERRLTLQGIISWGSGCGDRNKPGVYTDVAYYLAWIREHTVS
Calpain2 inh = inhibitors of pig calpain II, primary screen, biochemical, fluorogenic peptide substrate, 1536-well | 220,000 compounds, 0.37% hits | purified calpain II, 30 min | inhibition, % at 16 µM;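 active means inhibition above about 50%, limit read from the data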
Rad51 HR inh = human RAD51 strand exchange inhibitors, primary screen, biochemical, fluorescence; DNA repair protein RAD51 homolog 1 (Homo sapiens), Q06609; hRad51 DNA strand exchange, fluorescence dequenching; inhibition, % at 10 µM; 200,000 compounds, 0.085% hits;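 active means inhibition above 40% at the single screening dose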;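 further: 0% = DMSO control wells and 100% = blanks with heterologous ssDNA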
Target sequence (Q06609 whole entry, looked up): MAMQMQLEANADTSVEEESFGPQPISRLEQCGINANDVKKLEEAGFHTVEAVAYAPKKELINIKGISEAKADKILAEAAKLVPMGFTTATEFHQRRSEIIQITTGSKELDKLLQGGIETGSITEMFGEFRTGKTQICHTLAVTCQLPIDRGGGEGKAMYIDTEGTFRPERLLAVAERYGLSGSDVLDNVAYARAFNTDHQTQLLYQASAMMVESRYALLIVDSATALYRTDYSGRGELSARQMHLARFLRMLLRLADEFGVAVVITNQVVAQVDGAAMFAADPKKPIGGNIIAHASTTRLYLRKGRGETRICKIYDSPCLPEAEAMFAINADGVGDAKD
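material = hRad51 filaments on single-stranded DNA | reagent = Donor/quencher-labelled 47-bp dsDNA substrate | compound = 10 µM final, single point | schedule = strand-exchange reaction 15 min at room temperature | measured by = fluorescein emission 520 nm, excitation 485 nm | read-out basis = % inhibition versus plate control and blank means | benchmarks = plate controls and plate blanks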
Numbers without * were called inactive; i = inactive; · = no result given; [ ] = another dose, or the depositor's remark. These rows are one share of the data; rates above refer to the full screens.

Results follow in this order: Furin inhibitor, PERK inhibitor, Thrombin inh, hK5 inh, KCC2 mod, FXIa inh 1536, FXIIa inh 1536, Calpain2 inh, Rad51 HR inh
1: CCOC(=O)C(=CNCC(=O)O)C(=O)OCC
 : -32[20 µM], 1.7, -1, -3, -0.46, -8, 2, -5, -4
2: Cc1occc1C(=O)N1CCN(c2ccccc2)CC1
 : 4, 0.7, 2, -12, 0.61, 6, 8, -1, ·
3: CC(C(=O)NC(=O)NCc1ccccc1)N1C(=O)c2ccccc2C1=O (stereo unspecified)
 : -17[20 µM], -0.2, -11, -16, 0.068, -5, 0, -11, ·
4: CCCC(=O)N1CCN(c2ccc(NC(=O)c3sc4ccccc4c3Cl)cc2)CC1
 : -11[20 µM], -0.6, -2, -25, ·, 3, 3, -10, -6
5: N#Cc1c(/N=C/c2cccs2)sc2c1CCCCC2
 : -18[20 µM], 0.9, 1, 2, 0.02, -1, 9, 32, 3
6: COc1cc(C(=O)NCC(c2cccs2)N(C)C)cc(Cl)c1OC(C)C (stereo unspecified)
 : -13, -1.2, -1, 1, 0.36, -5, 2, 19, ·
7: Nc1nonc1-c1nc2ccccc2n1CC(=O)N/N=C/c1ccc(-c2cccc(C(=O)O)c2)o1
 : 10, 0.7, -5, -1, -0.069, 3, 10, -69, -3
8: CC1(C)CC(=O)C2=C(C1)N(Cc1ccco1)C(=O)C2(O)C(F)(F)F (stereo unspecified)
 : -11, 0.8, -5, -7, ·, -12, 1, 15, -2
9: CCOC(=O)c1cnc(SC)nc1Oc1cccc(NC(=O)c2cccc(Cl)c2Cl)c1
 : -16, 2.0, 3, -4, ·, 2, 4, 4, -8
10: COC(=O)c1ccc(S(=O)(=O)NCCSc2nnc3c4ccccc4n(C)c3n2)cc1
 : -6, 0.4, 3, 18, -0.25, 8, 22, -17, -1
11: CCN(CC)C(=O)c1sc2nc(Cc3ccccc3)[nH]c(=O)c2c1C
 : -9, 1.3, -7, -6, 0.76, -4, 2, -7, -25
12: CCCCNS(=O)(=O)c1ccc2nc(-c3cccnc3)cc(C(=O)NCCCOCC)c2c1
 : -26, 1.1, -5, -3, -0.98, -4, 4, -47, 8
13: CCCNC(=S)NC1CC2CCCC(C1)N2CC(C)C (stereo unspecified)
 : -29[20 µM], 0.4, 4, -7, ·, 1, 20, -1, -3
14: CCC(=O)Nc1ccc(C(=O)NNC(=O)Cc2ccccc2)cc1
 : -12, 2.0, -5, -9, 0.41, 5, 7, -4, -6
15: COc1ccc(CN(C)CC(=O)NC(=O)NCc2ccccc2)cc1OC
 : -27, -0.6, 1, -6, 5*, 10, 10, -12, ·
16: Nc1nc(Cl)cc(NCCc2ccc(O)cc2)n1
 : -21, 0.4, -6, -4, -0.13, -4, 2, -7, 4
17: CN1CCN(C2=Nc3cc(Cl)ccc3Nc3ccccc32)CC1
 : -15, 0.7, ·, -15, -0.1, 6, 8, -5, -4
18: COc1cccc(NC(=O)NC2CCCc3ccccc32)c1 (stereo unspecified)
 : -17, 0.5, -1, ·, 0.072, 1, 6, -22, ·
19: COc1cnc(-c2ccccc2)nc1Sc1ccccc1
 : -30, 1.4, -9, 10, -0.12, 1, 10, 4, 19
20: CCC(C)(C)n1nnnc1C(c1ccccc1)N1CCc2ccccc2C1 (stereo unspecified)
 : -9[20 µM], 0.7, 2, 6, -1.3, 5, 15, -5, 5

Single records, as listed above:
COc1ccc(CN(C)CC(=O)NC(=O)NCc2ccccc2)cc1OC is entered as Furin inhibitor = -27; PERK inhibitor = -0.6; Thrombin inh = 1; hK5 inh = -6; KCC2 mod = 5*; FXIa inh 1536 = 10; FXIIa inh 1536 = 10; Calpain2 inh = -12; Rad51 HR inh = ·
Nc1nonc1-c1nc2ccccc2n1CC(=O)N/N=C/c1ccc(-c2cccc(C(=O)O)c2)o1 is entered as Furin inhibitor = 10; PERK inhibitor = 0.7; Thrombin inh = -5; hK5 inh = -1; KCC2 mod = -0.069; FXIa inh 1536 = 3; FXIIa inh 1536 = 10; Calpain2 inh = -69; Rad51 HR inh = -3
Nc1nc(Cl)cc(NCCc2ccc(O)cc2)n1 is entered as Furin inhibitor = -21; PERK inhibitor = 0.4; Thrombin inh = -6; hK5 inh = -4; KCC2 mod = -0.13; FXIa inh 1536 = -4; FXIIa inh 1536 = 2; Calpain2 inh = -7; Rad51 HR inh = 4

Additional compounds follow.
Results follow in this order: Furin inhibitor, PERK inhibitor, Thrombin inh, hK5 inh, KCC2 mod, FXIa inh 1536, FXIIa inh 1536, Calpain2 inh, Rad51 HR inh
21: Nc1ncc(-n2cncn2)c(-c2ccc(Cl)cc2)n1
 : -17, 0.2, -5, -11, 1.1, -6, 4, -28, 17
22: CC(=O)NC1C(=O)N(Cc2ccccc2)c2ccc(Br)cc21 (stereo unspecified)
 : -27, 0.8, 1, 0, 1, 0, 11, -55, ·
23: CC(C)CC(C(=O)Nc1ccc2c(c1)OCCO2)N1C(=O)c2ccccc2C1=O (stereo unspecified)
 : -15, 1.2, 1, -11, 0.37, -3, 8, 22, 11
24: CC1CC(C)CN(C(=O)C2CCCN(S(=O)(=O)c3cccc4nonc34)C2)C1 (stereo unspecified)
 : -10[20 µM], -1.3, -2, 4, ·, -6, -5, -14, 3
25: CNC(=O)c1c(NC(=O)c2ccc(N3C(=O)CCC3=O)cc2)sc2c1CCCC2
 : -35, 0.9, 2, 4, -0.73, 4, 9, -4, 4
26: CC(C)C(=O)Nc1ccc2c(c1)C(=O)NC2=O
 : -22, 0.3, -13, -4, -0.33, -8, 0, i, -1
27: CC1CC(C)CN(C(=O)CSC2=Nc3ccccc3C3=NC(Cc4c[nH]c5ccccc45)C(=O)N23)C1 (stereo unspecified)
 : -21[20 µM], -1.2, 3, 3, -0.81, 8, 14, -30, -44
28: O=C(CNC(=O)c1ccc(F)cc1)N/N=C/c1ccc(O)c([N+](=O)[O-])c1
 : -11, 0.8, 10, -5, -0.0071, 3, -1, 19, 2
29: N#CC1=C(N)Oc2cc(N)ccc2C1c1ccsc1 (stereo unspecified)
 : -22, 0.5, -6, -7, -1.1, 3, 4, -13, 1
30: CCCCCC(=O)N1CC2(CC)CN(C(=O)CCCCC)CC(CC)(C1)C2=O
 : -27, 0.6, -5, 1, 0.38, -1, 6, -15, ·
31: CCNS(=O)(=O)c1ccc(CCC(=O)Nc2cc(Cl)ccc2Oc2ccccc2)cc1
 : -7[20 µM], -0.1, -1, -3, ·, 2, 13, 21, 4
32: Cc1ccc2c(C)nc(SC(C(=O)c3ccccc3)c3ccccc3)nc2c1 (stereo unspecified)
 : -1, -0.7, 15, 38, 0.049, 6, 26, 21, 23
33: COc1cc([N+](=O)[O-])ccc1N1C(=O)C2C3C=CC(C4CC34)C2C1=O (stereo unspecified)
 : -8, 0.2, 0, -18, -0.57, -9, -2, 32, 4
34: COc1ccccc1CN(C)CC(=O)Nc1ccccc1-c1ccccc1
 : -25, 0.6, 0, -22, -0.12, -8, -1, 24, 8
35: COc1ccc(NS(=O)(=O)c2ccc(NC(=O)c3ccc(N(C)S(C)(=O)=O)cc3)cc2)c(OC)c1
 : -25, 0.7, -4, -25, 0.6, 1, 8, -20, -3
36: Cc1cc(N)n(-c2ccc(S(=O)(=O)c3ccc(C(C)C)cc3)cc2)n1
 : -23, 0.5, -10, -4, -0.64, 5, 4, -54, 7
37: Cc1ccc(C(=O)N2CCN(c3ccccn3)CC2)cc1
 : -25, -1.1, -6, 0, -0.51, -4, ·, -31, 5
38: COc1cc(/C=C/C(=O)OCC(=O)Nc2cccc(Oc3ccccc3)c2)ccc1O
 : 3, 0.0, -8, -2, 0.28, -6, -4, 9, 0
39: Cc1nc2nc(C)n(-c3ccccc3)c2s1
 : -18, 0.2, -4, 6, 0.75, -3, 11, -136, 3
40: O=C1NC(CCc2ccccc2)C(=O)N1Cc1cccc2ccccc12 (stereo unspecified)
 : -22, 0.0, -6, 0, 1.5, 6, 5, 30, -2
41: CN(Cc1cnn(C)c1)Cc1nc(C(c2ccccc2)c2ccccc2)no1
 : -27, 0.2, -2, ·, ·, 0, 4, 11, ·
42: Clc1cccc(-c2nc3nc4ccccc4nc3n2Cc2ccco2)c1
 : -18, 0.8, 1, -14, -2.8, 2, 8, 6, -4
43: CC(=O)N=c1sc2ccccc2n1C
 : -23, 1.2, 2, -25, 0.058, 3, 4, -8, 2
44: O=C(COC(=O)/C=C/c1ccccc1)NCc1ccccc1Cl
 : -27, 0.6, -27, -3, -1.6, -8, 4, -9, -2
45: COc1ccc([N+](=O)[O-])cc1NC(C)C
 : -17, 0.9, -7, -13, -0.28, 2, 2, -6, 10
46: CCOc1cc(N2CCOCC2)c(OCC)cc1NC(=O)CN1C(=O)NC2(CCCCCCC2)C1=O
 : -18, -0.3, -11, 2, 1.5, 3, 10, -6, 17
47: O=[N+]([O-])c1cccc(/C=C/c2nc(C=Nc3ccc4ccccc4c3)c(O)o2)c1
 : 3[20 µM], -0.3, 5, -8, 0.091, 3, 17, 23, ·

Laid out differently: entries from further up
nr	SMILES	Furin inhibitor	PERK inhibitor	Thrombin inh	hK5 inh	KCC2 mod	FXIa inh 1536	FXIIa inh 1536	Calpain2 inh	Rad51 HR inh
45	COc1ccc([N+](=O)[O-])cc1NC(C)C	-17	0.9	-7	-13	-0.28	2	2	-6	10
44	O=C(COC(=O)/C=C/c1ccccc1)NCc1ccccc1Cl	-27	0.6	-27	-3	-1.6	-8	4	-9	-2
42	Clc1cccc(-c2nc3nc4ccccc4nc3n2Cc2ccco2)c1	-18	0.8	1	-14	-2.8	2	8	6	-4
